Screening data deposited in PubChem by several laboratories.
PRMT1 inh – PRMT1 (human) inhibition, primary screen; hit rate 1.3% among 370,000; Q99873; recombinant PRMT1, activity-based probe fluorescence polarization; inhibition, % at 2.79 µM; AID 652257;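 active = inhibition above about 21% made by adding two undisclosed values, limit read from the data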
rCAG binder – r(CAG) repeat RNA binding. TO-PRO-1 dye displacement fluorescence. inhibition, % at 3 µM. hit rate 1.3% among 370,000. AID 651821;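 active = inhibition above the plate cutoff, the mean of all test compounds on that plate plus 3 SD, cut at about 35% in these data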;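 also: 0% = DMSO alone and 100% = 100 µM mitoxantrone as full dye displacement; higher means more dye released from RNA so lower well fluorescence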
UHRF1 binding – UHRF1 methyl-DNA binding inhibition; Q96T88; AID 687016; hit rate 0.75% among 370,000; UHRF1 binding to methylated oligo, TR-FRET; inhibition, % at 4.4 µM; in the data active = inhibition above about 21%;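 also: UHRF1 SRA domain binding a hemimethylated CpG hairpin DNA probe; 0% = median of test compound wells and 100% = reference inhibitor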
HTRA1 inhibitor – blocks human HTRA1 serine peptidase; Q92743; recombinant HTRA1, FP-rhodamine activity-based probe, fluorescence polarization; inhibition, % at 5.96 µM; hit rate 0.5% among 340,000; AID 504803; in the data active = inhibition above about 36%;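 also: 0% = enzyme with DMSO and 100% = wells lacking enzyme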
NPR1 activator – GC-A (human) enzyme activation; P16066; HEK293 GC-A cells, cGMP TR-FRET, EC30 ANP; 0% at EC30 ANP, 100% saturating ANP; activation, % at 10 µM; hit rate 0.14% among 370,000; AID 1671463; in the data active = activation above about 40%
Target sequence (P16066 whole entry, looked up): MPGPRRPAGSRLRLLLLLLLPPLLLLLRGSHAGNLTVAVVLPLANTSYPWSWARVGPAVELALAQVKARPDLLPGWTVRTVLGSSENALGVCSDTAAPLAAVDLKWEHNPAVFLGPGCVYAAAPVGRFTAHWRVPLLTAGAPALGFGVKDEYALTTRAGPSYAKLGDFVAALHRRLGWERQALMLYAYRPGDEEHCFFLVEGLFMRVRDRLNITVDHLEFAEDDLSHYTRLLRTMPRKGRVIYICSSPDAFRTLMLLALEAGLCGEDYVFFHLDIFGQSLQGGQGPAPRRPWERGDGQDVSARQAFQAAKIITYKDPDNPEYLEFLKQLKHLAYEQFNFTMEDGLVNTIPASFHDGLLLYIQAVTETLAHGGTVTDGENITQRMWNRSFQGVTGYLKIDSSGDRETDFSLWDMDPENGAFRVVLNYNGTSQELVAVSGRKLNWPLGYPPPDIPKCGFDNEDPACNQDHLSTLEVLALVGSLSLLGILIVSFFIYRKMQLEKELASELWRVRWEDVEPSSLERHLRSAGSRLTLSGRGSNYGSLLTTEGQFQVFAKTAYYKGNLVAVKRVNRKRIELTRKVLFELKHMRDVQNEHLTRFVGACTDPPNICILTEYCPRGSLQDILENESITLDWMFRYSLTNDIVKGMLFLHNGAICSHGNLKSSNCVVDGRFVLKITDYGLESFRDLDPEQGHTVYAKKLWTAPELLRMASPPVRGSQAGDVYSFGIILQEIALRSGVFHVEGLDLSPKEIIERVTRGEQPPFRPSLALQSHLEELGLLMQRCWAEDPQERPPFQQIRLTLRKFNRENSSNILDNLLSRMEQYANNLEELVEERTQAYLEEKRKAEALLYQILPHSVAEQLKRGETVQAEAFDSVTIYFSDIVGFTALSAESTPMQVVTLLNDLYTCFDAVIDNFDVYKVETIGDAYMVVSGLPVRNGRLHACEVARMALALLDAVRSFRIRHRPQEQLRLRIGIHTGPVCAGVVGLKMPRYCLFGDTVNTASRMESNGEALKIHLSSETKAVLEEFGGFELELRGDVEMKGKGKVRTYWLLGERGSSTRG
mABHD4 FP – ABHD4 (mouse) inhibition, primary FP screen. Q8VD66. purified mABHD4, FP-Rh probe fluorescence polarization. inhibition, % at 8.92 µM. hit rate 0.54% among 370,000;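 active = inhibition exceeding the mean over every tested compound plus 3 SD, cut at about 30% in these data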;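 also: 0% = plate median of compound wells and 100% = S159A mutant with DMSO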
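Assay system: mABHD4 protein; medium: HEPES pH 7.0, NaCl, Pluronic buffer; dosing: 8.92 µM, single dose; schedule: 45 min + 60 min at 25 °C; signal: FP readout, ex 525 nm / em 598 nm; read-out: normalized percent inhibition of probe labeling; repeats: single replicate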
TCR-CD3 inh – human TCR-CD3 binding inhibition; hit rate 0.37% among 360,000; inhibition, % at 9.4 µM; AID 651800; TAMRA-labeled TCR probe fluorescence, biochemical; in the data active = inhibition above about 19%;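 also: recombinant mutant TCR 2C K166C tagged with TAMRA read by polarization; 0% = receptor in buffer alone and 100% = receptor with positive control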
MBD2 DNA inh – blocks human MBD2 binding to methylated DNA. AID 686964. inhibition, % at 4.4 µM. hit rate 0.31% among 370,000. TR-FRET, MBD2 binding to methylated oligonucleotide. Q9UBB5; in the data active = inhibition above about 13%
GC-B act – GC-B (human) receptor activation; P20594; HEK293-GC-B cells, CNP EC30, cGMP TR-FRET; 0% at EC30 CNP, 100% saturating CNP; activation, % at 10 µM; hit rate 0.11% among 370,000; AID 1920062;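 active = activation at 10 µM reaching about 35% in either raw or pattern-adjusted values, limit read from the data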
SIAE inh – blocks human sialic acid acetylesterase | Q9HAT2 | SIAE FP-Rh probe binding, fluorescence polarization | inhibition, % at 9.66 µM | hit rate 0.69% among 370,000 | AID 1053197;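 active = inhibition above a cutoff: mean of compounds within the control limits plus 3 SD of those, cut at about 17% in these data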;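 also: 0% = plate median of compound wells and 100% = probe without SIAE protein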
Active calls of the source: *; nt = not tested or not shown. Not all compounds are listed; rates above refer to the full screens.

SMILES | PRMT1 inh | rCAG binder | UHRF1 binding | HTRA1 inhibitor | NPR1 activator | mABHD4 FP | TCR-CD3 inh | MBD2 DNA inh | GC-B act | SIAE inh
CCn1cc(C(=O)OCC(=O)Nc2cccc(S(=O)(=O)N3CCOCC3)c2)c(=O)c2ccc(C)nc21 | -3 | 5 | 2 | -4 | 0 | -14 | -12 | -4 | -3 | 0
CCc1cccc(NC(=O)c2cnn(-c3ccccc3)c2C)c1 | 4 | -3 | 0 | -15 | 4 | -10 | -3 | -1 | 1 | -2
CC(=O)Nc1ccc(S(=O)(=O)NCCc2cc3ccc(C)c(C)c3[nH]c2=O)cc1 | -1 | 2 | -4 | 7 | -2 | -3 | -2 | 4 | 3 | 7
O=C(Nc1ccc(F)c(Cl)c1)C1CCN(S(=O)(=O)c2cccnc2)CC1 | 1 | 5 | -2 | -10 | -6 | 3 | 5 | 0 | -8 | -9
O=C(c1c(F)cccc1F)N1CCCC(c2nc(-c3cccs3)no2)C1 (stereo not given) | 0 | -5 | -4 | 3 | 0 | -1 | 3 | 3 | -1 | 1
COc1ccc(NC(=O)CCc2c(C)nc3nc(C)nn3c2C)cc1 | 3 | -2 | 2 | 0 | 2 | -7 | -8 | 6 | 1 | 6
O=C(O)C1CCC(N2C(=O)C3C4CCC(C4)C3C2=O)CC1 (stereo not given) | 1 | -1 | -3 | 6 | -2 | -3 | 0 | -3 | 2 | -15
O=C(Nc1c(C(=O)Nc2ccc3c(c2)OCCO3)cnn1-c1ccccc1Cl)c1ccco1 | -4 | 6 | -4 | 3 | 0 | -3 | 3 | 4 | 0 | 5
COc1ccc([N+](=O)[O-])cc1NC(=O)CSCc1ccc(Br)cc1 | -1 | 4 | 1 | -22 | -1 | -3 | 1 | -1 | -7 | -6
CCC(CO)Oc1cc(NC(=O)c2ccc(Cl)cc2)c2ncn(C(C)C)c2c1 (stereo not given) | -1 | -4 | -3 | 6 | 3 | 4 | 1 | 1 | -4 | 0
NC(=O)c1nn(-c2ccccc2)nc1NC(=O)CSc1nnnn1-c1ccc(Cl)cc1 | -1 | 5 | -5 | -25 | -8 | -6 | 4 | 0 | -5 | -6
CCOc1cc(C2NC(=S)NC(C)=C2C(=O)Nc2ccc(OC)cc2)ccc1O (stereo not given) | 0 | 2 | -3 | 5 | -3 | -1 | 3 | -4 | 2 | 3
CC(=O)N(CC#CCN(C(C)=O)c1ccccc1)c1ccccc1 | 3 | 6 | 5 | 2 | -4 | 1 | -2 | 3 | -5 | 3
CC(=O)Nc1cccc(-c2cc(NC=O)c3ncc(-c4ccc(F)c(Cl)c4)n3c2)c1 | 3 | 10 | 11 | nt | -4 | -12 | -5 | -3 | 2 | -15
Cc1ccc(C(=O)NCCNC(=O)COc2ccc(C)c(C)c2)cn1 | -3 | 0 | 2 | 2 | -1 | -4 | 1 | 3 | 0 | 2
COc1ccc(Cn2c(-c3ccccc3)nc3c(c(=O)c4ccccc4n3C)c2=O)cc1 | -2 | 0 | -3 | -2 | -1 | -10 | 2 | 1 | -6 | -1
O=S(=O)(c1cccc2nonc12)N1CCN(c2ccc(F)cc2)CC1 | -2 | -1 | -2 | 3 | 0 | 1 | 10 | 2 | 3 | 8
CC(C)(C)c1nc(SCC(=O)NC2CCCC2)c2ccccc2n1 | -2 | -4 | 2 | -6 | 11 | 1 | 1 | 0 | 1 | 1
CCOC(=O)N1CCC(NC(=O)c2ccc(CO)c(C(=O)NC3CCN(C(=O)OCC)CC3)c2)CC1 | -1 | -8 | -1 | -4 | -1 | -8 | 4 | -1 | 0 | 3
COc1cccc(Nc2ncnc3c2cnn3-c2cccc(C)c2)c1 | -2 | 9 | 2 | -53 | 6 | -1 | -2 | 0 | 0 | 4
COCCn1c(SCC(=O)Nc2nc3ccccc3s2)nnc1-c1ccoc1C | 1 | -3 | 2 | -14 | -3 | 1 | -2 | 4 | -2 | -3
COC(=O)c1[nH]c2ccc(C)cc2c1NC(=O)c1ccccc1[N+](=O)[O-] | -2 | 6 | 0 | -5 | 0 | 3 | 0 | -4 | -2 | -3
Cc1ccc(Cc2c(-c3ccc(C#N)cc3)nc3ccc(Cl)cn23)cc1 | 4 | 23 | 2 | nt | 2 | -6 | 4 | -6 | 6 | 3
CCCN(CC(=O)Nc1ccccc1C)C(=O)C1CCCN(C(=O)c2ccc(Cl)cc2)C1 (stereo not given) | 4 | -1 | 13 | -2 | -3 | -1 | -4 | 4 | 2 | 4
CC(=O)c1c(C)nc(-c2ccccc2)nc1NC(=O)Cc1ccccc1 | 3 | -4 | 3 | -7 | 3 | 2 | -2 | 3 | 2 | -5
CC1CC(C)CN(S(=O)(=O)c2ccc(Cl)cc2)C1 (stereo not given) | 3 | -5 | 2 | -13 | -4 | -1 | -7 | 3 | -4 | -6
COc1ccc(OC)c(-c2csc(CCn3nc(C)cc3C)n2)c1 | 0 | 0 | 0 | -8 | -9 | 9 | 11 | -3 | -4 | 2
Cc1ccc(C)c(Nc2ccc(C(=O)NCCc3ccccc3)cn2)c1 | -2 | -3 | -1 | -3 | -1 | -13 | 1 | -3 | -1 | -1
O=S1(=O)c2c(Oc3cccc4ccccc34)cccc2OC(COCc2ccccc2)CN1C1CCCC1 (stereo not given) | -1 | 8 | 0 | -16 | -2 | -2 | -1 | 1 | -3 | 1
Cc1ccccc1NC(=O)CCN1CCN(Cc2ccccc2)CC1 | -1 | -6 | 0 | -4 | 1 | 5 | 1 | -3 | 0 | 14
Nc1nc(-c2ccccc2)c(CCCOc2ccc(NC(=O)CBr)cc2)c(=O)[nH]1 | -1 | 17 | -1 | -3 | 0 | 6 | 2 | 0 | 4 | -3
O=C(N/N=C/c1ccc2c(c1)OCO2)c1cc(-c2ccncc2)nc2ccccc12 | -1 | 4 | -2 | -20 | 0 | -2 | 2 | -5 | -12 | 4
CN(CC(=O)Nc1cc(Cl)ccc1-n1cncn1)Cc1ccccc1N1CCOCC1 | -6 | -1 | 2 | 0 | -7 | -3 | -7 | 1 | -1 | 1
CC1(c2nnnn2Cc2ccccc2)CCC(=O)N1CCc1c[nH]c2ccccc12 (stereo not given) | 0 | 0 | 3 | nt | -2 | 3 | 3 | 2 | -4 | 5
CCOc1ccc(C(C(=O)NC2CCCC2)N(C(=O)c2snc(C(N)=O)c2N)c2cccc(O)c2)cc1 (stereo not given) | 2 | 8 | -2 | -6 | 0 | 4 | 5 | -3 | -1 | -6
CCCn1c(C2CCCN2c2nc(-c3ccc(C)cc3)cs2)nc2cc(Cl)c(N3CCCCC3)cc21 (stereo not given) | 1 | 9 | -1 | -6 | -1 | -13 | 4 | -4 | -3 | 3
CCOC(=O)[C@]12CCCC3=C1N(CCC3)C(=O)[C@@H](CC(=O)NCCc1ccccc1OC)C2 | -2 | -1 | -3 | nt | 0 | 0 | nt | 9 | 2 | 3
Cc1c(N2C(=O)c3cccc4cccc(c34)C2=O)c(=O)n(-c2ccccc2)n1C | -2 | 0 | -7 | 3 | -1 | -2 | 3 | -12 | 13 | 5
COc1ccc(C(=O)Nc2ccc(C)cc2C(=O)c2ccccc2)c(OC)c1 | -2 | 1 | 10 | -50 | -4 | -13 | 5 | 5 | 4 | -12
CC(=O)c1ccc(NC(=O)CN2C(=O)/C(=C/C(C)=C/c3ccccc3)SC2=S)cc1 | 4 | 23 | -4 | -31 | -1 | -54 | 24* | -7 | -3 | -146
Cc1ccccc1NC(=O)C1Cc2ccccc2CN1C(=O)OCc1ccccc1 (stereo not given) | 0 | -1 | 7 | -7 | -4 | -9 | -6 | 5 | -2 | -6
CCOC(=O)c1sc(NNC(=O)c2ccc(C)cc2)nc1C | 0 | 1 | -1 | 11 | 0 | 0 | -2 | 0 | 2 | 12
C=CCNC(=O)c1onc(CSc2ccccc2)c1C(=O)O | -2 | 6 | 1 | -4 | 2 | 11 | -1 | 0 | -1 | -1
Cc1nn(-c2ccccc2)c(C)c1C=NNC(=O)CSc1nc2ccccc2n1C | 6 | 1 | 4 | nt | -2 | -3 | nt | 8 | -10 | 0
COc1ccc(Cl)cc1CN1CCOCC1 | 8 | -4 | 8 | 1 | 7 | -4 | -5 | 2 | 6 | 0
COc1ccc(/C(N)=N/OC(=O)c2ccc(Br)o2)cc1 | 5 | -2 | 0 | -1 | 5 | -2 | 0 | 4 | -2 | -4
CC(Oc1cccc(Cl)c1)C(=O)Nc1ccc([N+](=O)[O-])cn1 (stereo not given) | -4 | -3 | -3 | 0 | -4 | 0 | 0 | -2 | -5 | 2
CCc1ccc(-c2nc(CS(=O)CC(=O)O)c(C)o2)cc1 (stereo not given) | -2 | 5 | 1 | -9 | 6 | 4 | 6 | 0 | 2 | 1
COc1ccc(CNC2C[C@H]3CCCC(=O)N4CC[C@@H](C2)[C@@H]34)cc1 (stereo not given in full) | 3 | 1 | 4 | 7 | 0 | 9 | -9 | 3 | -2 | 2
CC(C)c1ccc(NC(=O)[C@@H](NC(=O)N2CC(=O)Nc3ccccc32)C(C)C)cc1 | -2 | -4 | 3 | -14 | -4 | -8 | 4 | 2 | -3 | 3

2 entries from above, reformatted:
The line under a structure holds: PRMT1 inh | rCAG binder | UHRF1 binding | HTRA1 inhibitor | NPR1 activator | mABHD4 FP | TCR-CD3 inh | MBD2 DNA inh | GC-B act | SIAE inh
Cc1ccccc1NC(=O)CCN1CCN(Cc2ccccc2)CC1
→ -1 | -6 | 0 | -4 | 1 | 5 | 1 | -3 | 0 | 14
Nc1nc(-c2ccccc2)c(CCCOc2ccc(NC(=O)CBr)cc2)c(=O)[nH]1
→ -1 | 17 | -1 | -3 | 0 | 6 | 2 | 0 | 4 | -3

Three compounds already listed, ordered by their value in UHRF1 binding, smallest number first.
Molecule	PRMT1 inh	UHRF1 binding	HTRA1 inhibitor	NPR1 activator	TCR-CD3 inh	MBD2 DNA inh	GC-B act	SIAE inh
CC(Oc1cccc(Cl)c1)C(=O)Nc1ccc([N+](=O)[O-])cn1 (stereo not given)	-4	-3	0	-4	0	-2	-5	2
CCOC(=O)c1sc(NNC(=O)c2ccc(C)cc2)nc1C	0	-1	11	0	-2	0	2	12
Cc1ccccc1NC(=O)C1Cc2ccccc2CN1C(=O)OCc1ccccc1 (stereo not given)	0	7	-7	-4	-6	5	-2	-6

Next part:
SMILES | PRMT1 inh | rCAG binder | UHRF1 binding | HTRA1 inhibitor | NPR1 activator | mABHD4 FP | TCR-CD3 inh | MBD2 DNA inh | GC-B act | SIAE inh
C(=C\c1ccccc1)/CN1CCN(C(c2cc3ccccc3o2)c2nnnn2-c2ccc3c(c2)OCCO3)CC1 (stereo not given) | -4 | 13 | 15 | nt | 2 | -2 | 5 | -6 | 1 | -1
CCCC(NC(=O)CCc1c(C)c2cc3c(-c4ccccc4)coc3cc2oc1=O)C(=O)O (stereo not given) | 8 | 36* | 7 | -2 | 2 | -1 | 0 | -2 | -2 | -16
CC(C)CN(C(=O)COC(=O)c1ccccc1SCC(=O)NC1CCCCCC1)C1CCS(=O)(=O)C1 (stereo not given) | 2 | 4 | -3 | 0 | -4 | 7 | -3 | 2 | 11 | 4
COC(=O)C1CCN(C(=O)C2CCN(C(=O)[C@H](C)NS(=O)(=O)c3ccc(C)cc3)CC2)CC1 | -3 | -7 | -2 | -2 | 1 | -3 | 3 | -2 | 1 | 1
COc1ccc(/C=C2\C(=O)ON=C2c2ccccc2)cc1OC | -1 | 2 | -2 | 9 | 29 | 8 | 3 | -1 | 5 | 7
C=CCc1cccc2cc(C(=O)N(CC)CC)c(=O)oc12 | 3 | -3 | -3 | 7 | 0 | 0 | 4 | 0 | 4 | 0
Cc1cc(C(=O)OCC(=O)NC(=O)c2cccn2C)c2ccccc2n1 | -1 | 0 | -2 | 10 | 1 | 1 | 6 | 2 | -2 | 4
